# NCI-60 one-dose screen, 48 h, at 10 µM unless noted. Numbers give growth in % (100 = growth as untreated, 0 = no growth, -100 = all killed).
# IGROV1: IGROV1 ovarian cancer; AID 1794786; 4.7% of 79,000 active
# COLO 205: COLO 205 colon cancer; AID 1794742; 7.3% of 79,000 active
# KM12: KM12 colon cancer cells. 5% of 82,000 active. AID 1794800
# OVCAR-4: OVCAR-4 ovarian cancer cells. 3.7% of 80,000 active
# HT29: HT29 colon cancer; 7.4% of 81,000 active; AID 1794748
# HCT-15: HCT-15 colon cancer. 5.2% of 82,000 active
# SK-OV-3: SK-OV-3 ovarian cancer cells | 3.2% of 80,000 active | AID 1794785
# HCT-116: HCT-116 colon cancer; 7.3% of 82,000 active
# SW-620: SW-620 colon cancer. 5.2% of 82,000 active. AID 1794795
# Active calls of the source: *; . = not tested or not shown; & = joins results of further samples. Rule for the calls: active = growth percent below 10; inactive = the rest.
SMILES,IGROV1,COLO 205,KM12,OVCAR-4,HT29,HCT-15,SK-OV-3,HCT-116,SW-620
CCOC(=O)c1ccc(NC(=O)Nc2nc3ccccc3s2)cc1,106,106,101,93,97,88,112,95,95
O=C(Nc1ccc(-n2cc(-c3ccncc3)c(-c3ccc(O)c(Cl)c3)n2)cc1)c1ccc(Cl)c(Cl)c1,62,65,25,79,-10*,18,67,12,37
N#Cc1ncc(Br)c(NC2CCCCCC2)n1,104,113,113,91,120,92,99,104,113
CCCCCCOC(=O)CC[C@@H](C)[C@H]1CC[C@H]2[C@@H]3[C@H](OC(=O)CCN)C[C@@H]4C[C@H](OC(=O)CCN)CC[C@]4(C)[C@H]3C[C@H](OC(=O)CCN)[C@]12C,102,91,98,87,97,102,100,108,103
CC12OC(c3ccccc3)C(C)(OC1c1ccccc1)O2 (stereo not given),110,116,102,88,99,102,106,94,99
COC(=O)c1nc(-c2ccccc2)oc1S(=O)(=O)N1CCN(c2cccc(Cl)c2)CC1,78,83,95,103,51,66,93,55,62
C=CCNc1nc(-c2ccccc2)c(C2(O)C(=O)Nc3ccc([N+](=O)[O-])cc32)s1 (stereo not given),107,113,103,103,100,100,100,90,95
NC(=O)N/N=C/CSCc1ccccc1,115,115,100,98,94,103,106,93,97
COc1cc(/C=C/C(/C=C/c2cc(OC)c(OC)c(OC)c2)n2ccnc2)cc(OC)c1OC,78,99,82,93,80,77,92,78,88
NC1CCCc2ccccc21 (stereo not given),101,105,113,106,95,96,102,104,103
Cc1ccccc1C(=O)c1ccccc1C(=O)O,.,115,107,114,111,107,118,103,102
COc1ccc(-c2nc(SCC(=O)N3CCN(c4cc5c(cc4F)c(=O)c(C(=O)O)cn5C4CC4)CC3)nc(Cl)c2C#N)cc1OC,90,111,106,108,112,106,78,95,101
CC1(C)CC(=O)C(C(c2ccc3c(c2)OCO3)C2C(=O)CC(C)(C)CC2=O)C(=O)C1,104,115,109,109,101,101,106,113,95
COc1ccc2c(c1)c(C(=O)c1nc(-c3cn(C)c4ccc(Cl)cc34)no1)cn2C,79,89,78,55,64,93,91,77,71
COc1cc(C=Nc2oc(-c3ccccc3)c(-c3ccccc3)c2C#N)cc(CN2CCOCC2)c1O,102,121,101,92,108,94,113,96,100
COc1ccc(/C=C2\Oc3cc(O)ccc3C2=O)cc1,109,.,108,104,101,99,.,85,105
NS(=O)(=O)c1ccc(Nc2nc(N/N=C/c3ccc(N4CCOCC4)cc3)nc(Nc3ccccc3)n2)cc1,68,88,97,79,80,98,105,68,98
Nc1cc(N)c(N=Nc2ccc(S(=O)(=O)O)cc2)cc1N=Nc1ccc(-c2ccc(N=Nc3ccc(O)c(C(=O)O)c3)cc2)cc1,104,109,101,103,103,103,100,102,105
COc1ccccc1/C=N/NC(=O)COc1ccc(NC(=O)Nc2ccc(Cl)cc2)cc1,112,109,104,107,103,99,95,109,.
CN1Cc2c(cc(CN3CCCCC3)n2C)C(c2ccc(Br)cc2)C1 (stereo not given),96,83,95,87,50,68,94,62,91
N#CCN1CCOCC1,122,105,103,105,102,103,98,101,101
O=C1/C(=C/c2ccc(O)c(O)c2)SC(=S)N1CCc1ccc(O)cc1,37,110,65,52,110,23,92,41,39
Cn1c(=O)c2c(nc(Oc3ccccc3)n2C)n(C)c1=O,.,119,113,97,86,113,106,97,115
CCCCCCCCCCCCN1CCCC(C)C1 (stereo not given),82,82,61,68,24,62,88,61,88
Cc1ccc2c(c1)C(N1CCCC1=O)CCN2Cc1ccc(Cl)cc1 (stereo not given),68,106,91,87,87,93,95,73,94
C[N+](C)(C)C(=O)c1ccccc1,115,109,112,115,104,101,104,98,107
CC1(C)CC(=O)C2=C(C1)NC(=O)NC2c1ccc2c(c1)OCO2 (stereo not given),98,125,108,102,114,103,112,101,109
C=CC(=O)OCCCCCCCCCCCC,95,98,96,102,89,102,90,78,103
COc1cccc(/C=C/C(=O)c2cc3c(N)c(C(=O)Nc4cccc5ccccc45)sc3nc2C)c1,-4.0*,34,11,57,-11*,-23*,56,12,-1.1*
CCOC(=O)c1cc(C(=O)c2cc(OC)cc(OC)c2)n2ncccc12,56,-13*,28,71,7.2*,22,20,13,18
CC(C)=NNC(=O)c1ccccc1,101,106,100,106,103,101,120,101,104
CCCN=C1Nc2ccccc2C(=O)N2CCC[C@@H]12,105,113,102,108,98,107,104,100,105
Cc1c(CCO)c(=O)n2n1CCCC2,118,110,105,99,107,107,106,104,96
COC(=O)Cc1[nH]c(Cl)nc1C(=O)OC,106,116,104,112,101,104,110,91,97
O=C(O)c1cn(C2CC2)c2cc(N3CCN(C(=O)CCCN4C(=O)S/C(=C/c5ccc(F)cc5)C4=O)CC3)c(F)cc2c1=O,99,122,104,100,108,104,.,96,100
NC(=Nc1nc(-c2ccccn2)cc2ccccc12)c1ccccn1,-9.2*,6.3*,16,27,14,22,20,5.8*,12
O=C(OC1=C(OC(=O)c2ccc(N=Nc3ccccc3)cc2)c2ccccc21)c1ccc(N=Nc2ccccc2)cc1,95,95,100,96,111,102,103,97,114
Clc1nc(Cl)c(C2CC(c3ccc(Br)cc3)=NN2c2ccccc2)s1 (stereo not given),89,115,96,91,85,88,103,86,94
C=C(C)CNCC(=C)C,106&106,100&109,104&103,114&107,84&117,99&110,91&102,88&103,98&108
CCCC(=O)CC(=O)CC(C)C,92,110,105,116,107,100,109,107,105
O=C(N/N=C/c1ccc(Cl)cc1)c1ccc(C(F)(F)F)nc1Nc1cccc(C(F)(F)F)c1,21,-13*,8.7*,19,16,-5.1*,24,-34*,8.0*
CCOC(=O)CC(=O)c1ccc(C(=O)CC(=O)OCC)cc1,106,103,98,107,103,101,98,105,104
CC1=C(C#N)C2=NN3CC(c4ccccc4)=NC3=NN2C(c2ccccc2)=C1,89,105,103,101,94,99,87,22,92
CN(C)c1ncccc1O,101,106,110,105,97,.,101,96,108
[N-]=[N+]=NCC1OC(n2cnc3c(NC(=O)Nc4ccccc4)ncnc32)C2OC(=O)CC12 (stereo not given),91,105,106,106,109,91,106,101,105
CN1C(=O)NC(=C(Cl)Cl)/C1=N/S(=O)(=O)N1CCOCC1,105,123,113,126,106,103,111,110,103
CCC(C)Nc1nc2c(c(=O)n(C)c(=O)n2C)n1C (stereo not given),101,115,107,104,107,103,106,103,108
O=C1C(=O)c2ccccc2C(O)=C1CC=C1CCCCC1,.,93,56,103,91,46,82,44,80

# An excerpt from above in order of SMILES length, smallest number first:
SMILES,IGROV1,COLO 205,KM12,OVCAR-4,HT29,HCT-15,SK-OV-3,HCT-116,SW-620
CN(C)c1ncccc1O,101,106,110,105,97,.,101,96,108
CCC(C)Nc1nc2c(c(=O)n(C)c(=O)n2C)n1C (stereo not given),101,115,107,104,107,103,106,103,108
CCOC(=O)CC(=O)c1ccc(C(=O)CC(=O)OCC)cc1,106,103,98,107,103,101,98,105,104
CN1C(=O)NC(=C(Cl)Cl)/C1=N/S(=O)(=O)N1CCOCC1,105,123,113,126,106,103,111,110,103
[N-]=[N+]=NCC1OC(n2cnc3c(NC(=O)Nc4ccccc4)ncnc32)C2OC(=O)CC12 (stereo not given),91,105,106,106,109,91,106,101,105

# The listing continues:
SMILES,IGROV1,COLO 205,KM12,OVCAR-4,HT29,HCT-15,SK-OV-3,HCT-116,SW-620
O=C(O)/C(=C/C=C/c1ccccc1)c1csc(-c2nc(/C(=C\C=C\c3ccccc3)C(=O)O)cs2)n1,103,.,104,100,100,107,103,85,103
Nc1[nH]c(=S)[nH]c(=O)c1Br,116,105,102,109,104,102,98,102,100
c1ccc2sc(-c3nc4ccccc4s3)nc2c1,86,115,89,98,97,74,99,88,101
COc1ccc2c(c1)oc1c3[nH]c4ccccc4c3c3c(c21)C(=O)N(O)C3=O,41,70,48,78,38,50,39,21,34
CC1(C)OC1(C#N)c1ccccc1 (stereo not given),113,120,94,110,104,118,118,98,98
Cc1ccccc1S(=O)(=O)n1cc(C(=O)C(=O)Nc2ccncc2)c2ccccc21,85,96,101,81,111,101,93,83,89
C(CCCCCN1CCOCC1)CCCCN1CCOCC1,97,88,131,110,99,108,91,87,88
Cc1ccc(Cl)cc1N1CCN(C(=O)[C@H]2C[C@H]2c2ccc(F)cc2)CC1,73,90,88,95,60,80,81,72,95
CC(=O)CC(c1cccs1)c1c(-c2ccccc2)[nH]c2ccccc12 (stereo not given),83,107,94,83,98,81,90,90,90
COc1cc2c(cc1OCCCCCN1CCN(c3ncnc4ccccc34)CC1)N=CC1CCCN1C2=O (stereo not given),-38*,-46*,-16*,-3.1*,8.9*,0.2*,20,4.4*,-1.5*
C/C(CC(=O)NNc1ccc([N+](=O)[O-])cc1)=N\Nc1ccc([N+](=O)[O-])cc1,78,49,25,.,71,50,91,47,49
CCOC(=O)c1ccc(-n2cnc(-c3ccc([N+](=O)[O-])cc3)c2)cc1,107,109,91,92,108,91,113,84,99
COc1ccc(NC(=O)Nc2cccc(-c3nc(-c4ccc(NC(=O)c5cccnc5)cc4Cl)no3)c2)cc1,105,108,100,111,111,110,108,97,107
CN(C)CCCCNc1ccc(NCCCCN(C)C)c2c1C(=O)c1c(O)ccc(O)c1C2=O,-84*,.,-89*,64,-52*,-66*,86,-67*,-73*
O/N=C\c1ccc(/C=N/O)cc1,82,133,97,97,99,99,100,87,95
COc1ccc(C2=NN3C(C2)c2cc(Br)ccc2OC3c2ccncc2)cc1 (stereo not given),49,110,73,79,109,73,71,77,91
COc1ccc(-c2cc(-c3cc(OC)c(OC)c(OC)c3)c(C#N)c(N)n2)cc1OC,92,109,95,97,99,95,113,98,103
O=C(CCCC1SCC2NC(=O)NC21)NCCCc1cn(CCOCc2ccccc2)nn1 (stereo not given),107,116,106,100,111,103,112,100,102
CC1(c2ccccc2)OC(=O)c2ccccc21 (stereo not given),109,116,98,105,98,103,107,101,99
O=C(Nc1ccc2cc3ccc(NC(=O)N4CCCCCC4)cc3nc2c1)N1CCCCCC1,-49*,-49*,-66*,-45*,-36*,-47*,-37*,-53*,-56*
O=[N+]([O-])c1ccc2cc(O)c(=S)[nH]c2c1,90,117,101,100,107,96,105,98,103
Cc1cc(O)c(C(C)C)cc1N=Cc1ccc([N+](=O)[O-])cc1,107,98,100,106,108,102,79,103,104
O=S(=O)(Nc1nccs1)c1ccc(Nc2nc(N3CCOCC3)c3ccccc3n2)cc1,105,102,99,104,99,97,105,98,104
CC(O)CNc1nc(N)[nH]c(=O)c1N=Nc1ccccc1 (stereo not given),117,107,113,102,98,107,93,108,101

# Entries of single compounds, looked up by structure. Values in the order: IGROV1	COLO 205	KM12	OVCAR-4	HT29	HCT-15	SK-OV-3	HCT-116	SW-620
# O=C(Nc1ccc2cc3ccc(NC(=O)N4CCCCCC4)cc3nc2c1)N1CCCCCC1 is listed as -49*	-49*	-66*	-45*	-36*	-47*	-37*	-53*	-56*
# CC(O)CNc1nc(N)[nH]c(=O)c1N=Nc1ccccc1 (stereo not given) is listed as 117	107	113	102	98	107	93	108	101
# COc1ccc(-c2cc(-c3cc(OC)c(OC)c(OC)c3)c(C#N)c(N)n2)cc1OC is listed as 92	109	95	97	99	95	113	98	103

# Other entries
SMILES,IGROV1,COLO 205,KM12,OVCAR-4,HT29,HCT-15,SK-OV-3,HCT-116,SW-620
COc1ccc(Cl)cc1Nc1nc(C(F)(F)F)ccc1C(=O)NN,30,13,39,-4.1*,31,16,8.8*,39,89
O=C(O)c1cn(C2CC2)c2cc(N3CCN(C(=O)CCCN4C(=O)S/C(=C/c5cccc([N+](=O)[O-])c5)C4=O)CC3)c(F)cc2c1=O,98,116,103,97,100,93,.,104,99
COc1cc(C2CC(c3cccc(Nc4ccnc5cc(Cl)ccc45)c3)=NN2c2ccc(Cl)cc2)cc(OC)c1OC (stereo not given),40,81,34,115,76,54,92,53,37
CCN(CC)CCNC(=O)c1cn2ncnc(Oc3ccc(NC(=O)Nc4ccc(Cl)c(C(F)(F)F)c4)cc3)c2c1C,-53*,-73*,-80*,-9.0*,-68*,-65*,-86*,-95*,-86*
O=C(O)c1ccc(-n2cc(CNc3cccc(F)c3)c(-c3cc(C(F)(F)F)cc(C(F)(F)F)c3)n2)cc1,98,100,95,106,99,82,94,87,97
Nc1nc(Nc2ccncc2)nn1Cc1cccc(Br)c1,124,129,108,111,113,103,109,112,106
Cc1ccc(NC(=O)c2sc3nc(C)c(Br)c(C)c3c2N)cc1C,83,101,87,77,111,89,95,95,85
C#CCn1c2c(c3ccccc31)C[C@]1(C)[C@H]3CC=C4[C@@H]5CC(C)(C)CC[C@]5(C(=O)N5CCOCC5)CC[C@@]4(C)[C@]3(C)CC[C@H]1C2(C)C,109,111,102,96,104,95,109,88,104
COc1ccc(NC(=O)c2sc3nc(C)c(C(=O)/C=C/c4ccccc4)cc3c2N)cc1,17,73,19,52,0.2*,0.1*,103,12,2.6*
N#CC1C=C(c2ccc(Cl)cc2)N(c2cccc3cccc(N4C(=O)C(C#N)C=C4c4ccc(Cl)cc4)c23)C1=O (stereo not given),80,112,98,92,96,114,79,90,101
C/C(=C/c1cccs1)C(=O)c1ccccc1,114,124,105,106,111,105,105,112,101
O=c1c2ccccc2nc(CN2CCOCC2)n1/N=C/c1ccc(Cl)cc1,98,115,108,92,112,107,103,105,104
COc1cc(OC)c(NC(=O)c2ccccc2Cl)cc1Cl,91,90,95,91,95,101,97,101,108
N#Cc1ccc2c(c1)OCO2,101,111,106,102,94,105,107,94,107
COC(=O)c1nc(=S)[nH]c(C(=O)OC)c1C(=O)c1ccccc1,101,119,114,106,109,103,111,126,108

# Bioassay records: PubChem BioAssay, NCI
